# Assay outcomes: PubChem, The Scripps Research Institute Molecular Screening Center
# PAFAH1B3 FP inh: PAFAH1B3 enzyme inhibitors, primary screen, biochemical, fluorescence polarization, human. Platelet-activating factor acetylhydrolase IB subunit alpha1 (Homo sapiens), Q15102. recombinant PAFAH1B3, FP-rhodamine probe. inhibition, % at 3.39 µM. hit rate 0.28% among 340,000;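 active means inhibition above the screen-wide average of all tested compounds plus 3 SD, cut at about 25% in these data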;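 further: 0% = enzyme with DMSO only and 100% = wells lacking PAFAH1B3 protein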
# PME-1 primary: PME-1 inhibitors via competitive probe labeling, primary screen, biochemical, fluorescence polarization, FP-Rh probe, HTS; recombinant PME-1; inhibition, % at 5.9 µM; hit rate 0.53% among 320,000;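 active means inhibition above the campaign mean of all compounds plus 3 SD, cut at about 26% in these data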;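 further: competitive labeling of PME-1 active site by serine hydrolase directed probe; 0% = PME-1 with DMSO and 100% = wells lacking PME-1 enzyme; inhibitors block probe labeling so polarization falls and inhibition rises; many of its hits are not listed in these tables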
# Target sequence (Q9Y570 whole entry, looked up): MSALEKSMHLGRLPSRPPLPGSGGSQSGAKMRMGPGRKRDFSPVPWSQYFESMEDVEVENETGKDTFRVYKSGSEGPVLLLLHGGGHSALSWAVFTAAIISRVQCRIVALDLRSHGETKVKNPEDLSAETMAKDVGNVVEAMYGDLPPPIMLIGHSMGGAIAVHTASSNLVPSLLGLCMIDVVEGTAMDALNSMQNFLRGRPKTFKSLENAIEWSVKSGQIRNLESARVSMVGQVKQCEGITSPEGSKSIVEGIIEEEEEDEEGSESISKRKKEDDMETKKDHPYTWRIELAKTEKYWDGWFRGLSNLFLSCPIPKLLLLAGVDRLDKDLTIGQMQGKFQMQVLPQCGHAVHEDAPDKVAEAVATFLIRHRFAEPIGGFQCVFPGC
# GSTO1 inh: inhibitors of recombinant GSTO1, primary screen, counter-screen for RBBP9 inhibitor project, biochemical, fluorescence polarization. Glutathione S-transferase omega-1 (Homo sapiens), P78417. activity-based probe fluorescence polarization. inhibition, % at 5.96 µM. hit rate 1.1% among 300,000;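 active means inhibition above the campaign mean inhibition plus 3 SD, cut at about 35% in these data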;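 further: 0% = GSTO1-1 with DMSO and 100% = wells lacking GSTO1-1 enzyme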
# Fam108B counter: mouse Fam108B serine hydrolase inhibitors, primary screen, counter-screen for RBBP9 inhibitor project, biochemical, fluorescence polarization. recombinant Fam108B, FP-Rh probe fluorescence polarization. inhibition, % at 9.51 µM. hit rate 0.33% among 300,000;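 active means inhibition above the screen mean inhibition plus 3 SD, computed separately per campaign, cut at about 18% in these data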;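 further: inhibitors lower polarization as less probe binds the enzyme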
# PAD4 inh: human PAD4 inhibitors, primary screen, biochemical, fluorescence polarization, 1536-well format; inhibition, % at 6.36 µM; hit rate 0.41% among 330,000; recombinant PAD4, RCA probe fluorescence polarization; AID 485272, 2010;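 active means percent inhibition above a cutoff equal to the mean of all tested compounds plus 3 SD, cut at about 15% in these data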;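 further: 0% = PAD4 with RCA probe and DMSO and 100% = probe without PAD4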
# LYPLA1 counter: LYPLA1 inhibitors, primary screen, counter-screen for PME1 inhibitor project, biochemical, fluorescence polarization, FP-Rh probe ABPP; Acyl-protein thioesterase 1 (Homo sapiens), O75608; recombinant LYPLA1; inhibition, % at 5.9 µM; hit rate 0.16% among 320,000;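 active means inhibition above the mean of all tested compounds plus 3 SD, set per campaign, cut at about 14% in these data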;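 further: inhibitors block serine hydrolase probe labeling of LYPLA1 so polarization falls; 0% = enzyme with DMSO and 100% = wells lacking LYPLA1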
# Target sequence (O75608 whole entry, looked up): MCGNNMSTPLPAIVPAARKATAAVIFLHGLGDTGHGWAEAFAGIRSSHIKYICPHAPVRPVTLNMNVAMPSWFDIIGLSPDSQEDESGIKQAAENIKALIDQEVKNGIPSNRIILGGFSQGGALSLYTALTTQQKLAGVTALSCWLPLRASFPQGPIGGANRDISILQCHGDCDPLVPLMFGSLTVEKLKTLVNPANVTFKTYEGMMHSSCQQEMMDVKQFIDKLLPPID
# pPAFAH inh: pPAFAH enzyme inhibitors, primary screen, biochemical, fluorescence polarization, human; Platelet-activating factor acetylhydrolase (Homo sapiens), Q13093; recombinant pPAFAH, FP-rhodamine probe fluorescence polarization; inhibition, % at 3.39 µM; hit rate 1.5% among 330,000; AID 463082, 2010;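 active means inhibition above the mean inhibition across the screen plus 3 SD, cut at about 25% in these data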;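 further: inhibitors block binding of the rhodamine activity-based probe so polarization drops; 0% = enzyme with DMSO and 100% = wells lacking pPAFAH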
# PAFAH1B2 inh: PAFAH1B2 enzyme inhibitors, primary screen, biochemical, fluorescence polarization, human; recombinant PAFAH1B2, FP-rhodamine activity probe; hit rate 1.2% among 340,000; inhibition, % at 3.39 µM; AID 492953, 2010;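 active means inhibition above the mean of all tested compounds plus 3 SD, cut at about 24% in these data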;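 further: 0% = enzyme with DMSO and 100% = wells lacking PAFAH1B2; many of its hits are not listed in these tables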
# Target sequence (P68402 whole entry, looked up): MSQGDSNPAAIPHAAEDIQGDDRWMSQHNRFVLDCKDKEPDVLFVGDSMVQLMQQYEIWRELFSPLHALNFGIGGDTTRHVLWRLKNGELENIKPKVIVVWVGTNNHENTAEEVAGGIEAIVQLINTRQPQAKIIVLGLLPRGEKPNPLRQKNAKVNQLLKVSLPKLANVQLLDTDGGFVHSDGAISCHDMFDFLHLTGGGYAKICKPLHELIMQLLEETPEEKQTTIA
# PAFAH2 FP inh: PAFAH2 enzyme inhibitors, primary screen, biochemical, fluorescence polarization, human. Platelet-activating factor acetylhydrolase 2, cytoplasmic (Homo sapiens), Q99487. recombinant PAFAH2, FP-rhodamine activity probe. inhibition, % at 3.39 µM. hit rate 0.99% among 340,000. AID 492956, 2010;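 active means inhibition above the mean over all tested compounds plus 3 SD, cut at about 30% in these data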;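 further: inhibitors block probe labeling of enzyme so polarization drops; 0% = enzyme with DMSO and 100% = wells lacking PAFAH2 protein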
# Active calls of the source: *; x = not tested or not shown; & = joins results of further samples. Some of the compounds tested (hit frequency here may not be typical).
SMILES,PAFAH1B3 FP inh,PME-1 primary,GSTO1 inh,Fam108B counter,PAD4 inh,LYPLA1 counter,pPAFAH inh,PAFAH1B2 inh,PAFAH2 FP inh
CCN(CC)c1ccc(NC(=O)CNCc2ccccc2Cl)c(C)c1,6.6,-2.3,-1.6,0.5,5.6,-0.6,5.9,0.1,5.1
O=c1[nH]cnc2c1nc(SCc1ccccc1)n2C1OC(CO)C(O)C1O (centres undefined),2.8,0.9,2.7,3.5,-1.1,0.7,7.8,2.8,-14.7
NC(=O)c1sc2nc3c(c(-c4ccco4)c2c1N)CCCC3,3.1,11.0,3.4,2.9,2.7,1.2,18.1,5.6,-2.9
CC(C)CC(=O)Nc1ccc(C(=O)COC(=O)Cc2n[nH]c(=O)c3ccccc23)cc1,-0.4,-1.0,x,x,-1.1,-4.7,3.4,0.2,5.0
Cc1ccc(-n2nnc(-c3cccnc3Cl)n2)cc1,5.7,-3.8,-4.8,2.4,-1.5,-0.2,3.5,-1.5,0.3
Cc1cccc(C(=O)Nc2cccc(-c3cnc4ccccc4n3)c2)c1,12.3,-6.8,-4.1,4.1,-6.4,0.8,-5.5,3.4,-1.9
COc1ccccc1CN1CCC(n2nccc2NC(=O)c2ccccc2Cl)CC1,9.1,-0.5,4.3,-0.4,-5.8,-1.0,6.8,7.5,2.6
COc1ccc(CCNC(=O)Cc2ccc(C)cc2)cc1OC,4.7,3.4,1.9,5.2,-1.1,1.3,0.9,0.5,3.7
CC(C)Cc1nc2oc3c(NCC(C)O)ncnc3c2c2c1CCCC2 (centres undefined),4.1,-5.3,-7.1,3.3,-2.4,-0.8,0.5,5.0,4.1
COc1cc(Cl)ccc1OCc1cc(C(=O)N2CCCCCCC2)no1,0.3,4.0,4.4,8.4,-3.6,-1.1,1.6,0.9,0.6
CSc1ncc(C(=O)Nc2ccccc2C)c(C)n1,0.5,-3.0,2.2,-0.8,-9.2,-1.3,3.6,1.3,0.8
CCn1c(-c2cc(-c3cccc(OC)c3)nc3ccccc23)n[nH]c1=S,5.5,5.6,-1.9,-2.7,8.3,0.4,1.9,1.5,5.4
S=C1NC2(CCCCCC2)N=C1c1ccccc1,5.7,6.2,2.3,0.2,3.6,2.9,6.6,3.1,-0.9
CCCOc1cc(C)c(S(=O)(=O)n2nnc3ccccc32)cc1C,5.3,-1.4,-0.8,0.3,3.0,-2.0,1.7,3.0,7.3
Nc1cnnc(N/N=C\c2ccccc2)c1Cl,10.3,2.8,4.4,2.9,-5.1,-0.9,7.7,2.8,2.1
O=C(Nc1ccc(Cl)c(S(=O)(=O)N2CCOCC2)c1)C1CCCC1,5.0,x,x,x,-5.7,x,4.4,-1.6,11.1
O=C(O)C1CC(=O)N(Cc2cccs2)C1 (centres undefined),10.3,-7.2,2.7,-1.3,-2.1,-1.6,-3.3,5.5,6.9
O=C(NC(Cc1ccccc1)C(=O)N1CCN(S(=O)(=O)c2ccccc2F)CC1)c1ccccc1 (centres undefined),8.5,4.4,x,x,0.0,4.9,3.8,0.9,-1.4
COc1ccccc1NC(=O)C1CCCN(S(=O)(=O)c2ccccc2)C1 (centres undefined),-0.7,5.8,3.4,6.1,-0.2,-3.2,-0.3,1.9,-4.2
COc1ccccc1N1CCN(CCC(=O)Nc2cccc(Cl)c2)CC1,2.6,-0.7,-2.1,7.6,-1.1,-2.8,-0.5,-2.2,4.6
COc1ccc(S(=O)(=O)N2C(=O)/C(=C3\SC(N)=NC3=O)c3ccccc32)cc1,10.1,6.3,-0.7,6.2,-4.6,2.1,19.1,5.9,16.2
Cc1ccc(-c2nc(C#N)c(NCCc3ccccn3)o2)cc1,4.7,-1.2,3.1,3.5,-1.4,6.2,0.9,3.3,-3.3
CCNC(=O)CC1C(=O)N(c2ccc(C)cc2)C(=O)N1CCOC (centres undefined),8.4,-0.2,0.6,-0.6,-3.9,-2.4,1.2,3.2,-7.6
C=CCN=c1scc(-c2ccccc2)n1/N=C/c1ccccn1,6.3&0.0,6.4,2.7,-1.5,2.6,6.4,11.0,1.2&2.1,0.1&8.8
O=C(Nc1ccc(-c2csc(Nc3ccccc3)n2)cc1)c1ccccc1,7.8,6.8,1.2,4.8,2.7,-5.8,10.7,3.5,-0.9
Cn1c(=O)c2c(ncn2CC(O)CNc2ccc(Cl)cc2)n(C)c1=O (centres undefined),4.8,0.4,7.6,-0.5,-1.7,-3.6,0.1,7.0,-5.0
O=C(c1cc2cc(F)ccc2[nH]1)N1CCc2ccccc2C1,5.4,0.1,1.4,1.5,0.1,-0.8,4.7,5.5,2.1
Cc1c([N+](=O)[O-])cc(C(=O)Nc2ccc(NC(=O)c3ccco3)cc2)cc1[N+](=O)[O-],-3.3,-2.6,1.2,-3.4,-4.5,-2.2,2.5,1.9,-3.5
Nc1nc2nc(-c3cccs3)cc(C(F)(F)F)n2n1,6.9,0.3,-0.4,-0.2,4.7,0.3,1.0,-1.5,-0.4
Cc1ccn2c(=O)nc(SCC(=O)NCc3ccccc3Cl)nc2c1,10.8,-1.6,6.5,-3.4,-1.5,-0.1,20.0,-4.8,0.9
CS(=O)(=O)Nc1ccccc1C(=O)N1CCN(c2ccccc2)CC1,x,8.7,-1.9,2.6,1.3,1.4,1.5,x,x
Nc1[nH]ncc1N=Nc1ccc(Cl)cc1,4.9,0.9,-14.7,0.1,4.6,2.4,2.5,2.6,1.5
Cc1ccc(N2C=Nc3ccc(C)c4nc(C)cc2c34)cc1,0.2,6.9,0.3,8.3,1.2,0.5,9.1,5.1,-4.3
c1ccc(Cc2nnc(Sc3ccccc3)c3ccccc23)cc1,0.2,3.9,-11.6,-3.0,12.3,-1.6,2.0,0.8,-0.4
COc1cc(NC(=O)Nn2cnnc2)cc(OC)c1OC,-0.3,0.2,5.5,0.5,1.8,-4.0,0.8,-2.4,11.2
O=C1CN(C(=O)COC(=O)CCc2ccccc2)c2ccccc2N1,6.4,x,x,x,-3.4,x,5.8,6.2,3.6
COc1ccc(N2C(=O)c3ccccc3C2=O)cc1,4.9,-8.5,3.5,3.2,-1.2,1.3,6.2,1.0,-1.5
CCOC(=O)[C@H]1[C@H]2COc3cc(OC)ccc3[C@@H]2N2C(=O)CN(CCc3c[nH]c4ccccc34)C(=O)[C@@]12C,8.6,1.7,x,x,0.0,-2.6,-0.3,0.9,0.1
O=c1cc(CNCCCO)c2ccccc2[nH]1,10.4,0.2,-0.9,-0.2,1.4,-0.3,-2.5,7.2,7.4
Cc1cc(C(=O)NCCc2ccc(S(N)(=O)=O)cc2)c(C)o1,9.2,0.0,10.5,7.6,2.2,0.3,4.7,11.5,3.9
O=C(O)[C@H](Cc1ccccc1)N1Cc2ccccc2C1=O,7.9,-0.1,0.1,3.7,-4.2,-1.6,-2.0,4.2,1.0
COc1cc(-c2cc(C(=O)Nc3ccc(S(=O)(=O)NCc4ccco4)cc3)c3ccccc3n2)cc(OC)c1OC,-38.5,-67.6,-27.8,-27.5,0.0,-45.5,-11.0,-23.1,-48.5
C/C(=C\C(=O)c1ncc(C(F)(F)F)cc1Cl)N(C)C,0.6,6.7,-1.5,0.0,1.1,-1.3,5.1,4.2,0.4
CC(C)NS(=O)(=O)c1ccc(NC(=O)c2cccnc2)cc1,2.2,3.1,-1.6,-2.3,-0.3,-0.9,-5.1,6.1,2.7
CC(=O)N1c2ccc(S(=O)(=O)N3CCC(C(=O)Nc4cccc(C)c4C)CC3)cc2CC1C (centres undefined),6.6,4.8,2.0,-1.1,-1.7,-1.6,4.8,0.4,12.7
CC1(C)C(CSc2nc3ccccc3[nH]2)C1(Cl)Cl (centres undefined),-7.1,-13.3,2.5,1.8,-4.9,-0.3,-12.7,0.3,-3.4
CCOc1cc2c(cc1OCC)C(c1ccc(OC)cc1)N(c1ccccc1)C(=O)C2 (centres undefined),-4.0,0.5,2.1,-2.1,-3.5,1.6,-0.1,-2.3,-0.1
O=C(Nc1cccc(F)c1)N1CCN(C/C=C/c2ccccc2)CC1,-4.2,-3.4,6.4,-2.3,-0.2,-0.8,-2.6,-4.1,-5.7
Cc1oc(-c2cc(F)ccc2F)nc1CN(C)Cc1ccc2nccnc2c1,4.6,-1.9,1.5,1.6,-2.8,-2.0,5.2,5.6,-0.1
Cn1cccc1C1NC(=O)c2c(sc3c2CCC(C(C)(C)C)C3)N1 (centres undefined),3.8,2.9,-4.8,1.2,0.6,-3.5,8.7,1.1,-1.9
COc1cccc(N2CCN(S(=O)(=O)c3cn(C)cn3)CC2)c1,6.0,2.8,5.3,0.8,-1.2,3.1,-5.6,-10.6,-4.1
CCOC(=O)N1CCC(Nc2nc3ccccc3nc2NS(=O)(=O)c2ccc(Cl)cc2)CC1,-0.3,1.7,-4.7,3.2,2.5,-3.8,2.7,2.7,19.4
Cc1cc(-n2c(C)cc(C(=O)COc3ccc4ccc(=O)oc4c3)c2C)no1,1.0,-0.9,-2.5,-0.5,0.6,-4.4,7.2,-5.6,3.6
O=C(CCN1CCOCC1)N1CCCC(Nc2cccc(F)c2)C1 (centres undefined),9.5,3.0,2.7,1.8,0.1,1.2,1.5,0.7,3.0
O=C(NCC1CCCO1)/C(=C/c1ccccc1)NC(=O)c1ccccc1 (centres undefined),5.7,-0.8,-2.6,3.3,-1.2,1.1,-2.5,5.5,-3.5
Cc1ccc(NC(=O)CSC2=C(C#N)C(c3ccc4c(c3)OCO4)C3=C(CCCC3=O)N2)c(C)c1 (centres undefined),4.6,2.5,-2.7,3.4,1.2,-2.5,4.8,0.8,7.8
O=C(CCC(=O)N1CCc2ccccc2C1)N1CCN(S(=O)(=O)c2ccccc2)CC1,4.2,-2.3,2.8,2.4,1.4,-0.1,10.0,6.7,11.2
COCCCn1c(-c2ccc(Cl)cc2)n[nH]c1=S,0.3,-1.5,3.9,-4.4,-1.1,3.2,0.4,2.2,0.7
CN(Cc1ccccn1)Cc1nc(COc2ccccc2)no1,8.5,3.6,7.0,0.3,2.8,-0.9,3.5,6.5,6.0
O=C(Oc1cccc2c(OC(=O)N3CCOCC3)cccc12)N1CCOCC1,-0.1,-3.5,2.2,-1.5,7.5,6.0,-0.2,1.4,-1.6
N#CC1(c2ccccc2)CCC(NCCc2ccccc2)CC1 (centres undefined),4.2,-4.2,6.2,-0.6,-11.7,-2.0,-4.7,7.0,4.0
